Assay outcomes as filed in PubChem.
GSK3 alpha inh: blockers of GSK3A enzyme activity – biochemical, luminescence, cell-free homogeneous, HTS, primary screen; Glycogen synthase kinase-3 alpha (Homo sapiens), P49840; GSK-3 alpha kinase, ADP-Glo luminescence, 60 min; inhibition, % at 10 µM; hit rate 0.1% among 320,000;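 in the data active means inhibition above about 50%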;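 further: GST-tagged GSK-3 alpha with peptide substrate and 25 µM ATP; 0% = DMSO neutral wells and 100% = GW8510 positive control wells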
Target sequence (P49840 whole entry, looked up): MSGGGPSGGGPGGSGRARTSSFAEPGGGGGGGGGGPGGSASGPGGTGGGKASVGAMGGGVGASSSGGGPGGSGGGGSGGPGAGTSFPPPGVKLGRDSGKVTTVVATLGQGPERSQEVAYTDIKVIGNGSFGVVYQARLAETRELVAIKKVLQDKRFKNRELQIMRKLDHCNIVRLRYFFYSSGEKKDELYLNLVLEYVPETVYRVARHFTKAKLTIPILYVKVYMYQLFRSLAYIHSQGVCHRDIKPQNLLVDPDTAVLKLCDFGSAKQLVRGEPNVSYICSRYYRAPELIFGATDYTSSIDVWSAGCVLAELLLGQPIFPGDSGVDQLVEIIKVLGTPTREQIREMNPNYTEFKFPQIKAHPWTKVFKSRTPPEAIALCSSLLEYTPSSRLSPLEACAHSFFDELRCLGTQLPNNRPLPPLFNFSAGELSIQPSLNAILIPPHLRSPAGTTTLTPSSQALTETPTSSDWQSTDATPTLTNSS
PolyA inh: polyadenylation inhibitors in yeast reporter cells, primary screen, luminescence, S. cerevisiae | S. cerevisiae SKY197-pL101 polyadenylation reporter, beta-gal luminescence; efflux-impaired pdr1/pdr3 knockout yeast; score 100 = 6 SD above DMSO | calls only at 12 µM | hit rate 0.02% among 300,000;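 active means lowest replicate activity score at least 50, where 100 means six control SD above control mean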;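 further: yeast exposed to compound for 9 h at 30 °C; higher score means more reporter readthrough which indicates perturbed polyadenylation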
HSP90 inh: HSP90 inhibitors, primary screen, cell lysate, luminescence; Heat shock protein HSP 90 (rabbit reticulocyte lysate; luciferase refolding); Rabbit reticulocyte lysate, luciferase refolding luminescence, 3 h; inhibition, % at 5.6 µM; hit rate 0.91% among 290,000;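 active means inhibition above the screen-wide mean plus 3 SD, computed separately per campaign, cut at about 16% in these data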;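 further: 0% = DMSO wells and 100% = 60 µM geldanamycin wells; inhibitors lower the luminescence because luciferase stays unfolded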
KLF5 inh: KLF5 expression inhibitors, primary screen, DLD-1 cells, luminescence; DLD-1 KLF5 promoter-luciferase reporter; inhibition, % at 5 µM; hit rate 0.23% among 290,000; AID 1700, 2009;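 active means inhibition above a per-plate limit of that plate's mean compound inhibition plus 3 SD, cut at about 60% in these data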;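 further: 0% = DMSO wells and 100% = LY294002 at 200 µM; higher means less KLF5 promoter-driven luciferase light; inactives centre near -14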
IEC-6 tox: cytotoxicity in IEC-6 intestinal epithelial cells, primary screen, cytotoxicity control for KLF5 inhibitor project, cell-based, luminescence; IEC-6 cytotoxicity, luminescence viability; hit rate 0.78% among 290,000; inhibition, % at 5 µM; in the data active means inhibition above about 22%;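 further: 0% = plate median of test compound wells and 100% = cytotoxic reference compound wells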
aSyn 5UTR inh: MLPCN primary screen, SNCA 5' untranslated region; alpha-synuclein 5'UTR reporter, inhibitor activity; inhibition, % (tested at 7.5 µM); hit rate 0.82% among 300,000; AID 1813, 2009; in the data active means inhibition above about 60%;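 further: H4 neuroglioblastoma cells stably carrying SNCA 5'UTR luciferase fusion; 0% = DMSO wells and 100% = positive control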
GSK3B inh: human GSK3beta kinase inhibitors, primary screen, biochemical, cell-free homogeneous, HTS. Glycogen synthase kinase-3 beta (Homo sapiens), P49841. activity score (negative = inhibition), % at 10 µM. hit rate 0.038% among 300,000. GST-GSK3beta kinase, ADP-Glo luminescence, 60 min; active compounds read low;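 active means more than half of replicate wells score below -50%, meaning over 50% inhibition versus plate controls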;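 further: 0% = median DMSO wells and -100% = median GW8510 positive control wells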
Target sequence (P49841 whole entry, looked up): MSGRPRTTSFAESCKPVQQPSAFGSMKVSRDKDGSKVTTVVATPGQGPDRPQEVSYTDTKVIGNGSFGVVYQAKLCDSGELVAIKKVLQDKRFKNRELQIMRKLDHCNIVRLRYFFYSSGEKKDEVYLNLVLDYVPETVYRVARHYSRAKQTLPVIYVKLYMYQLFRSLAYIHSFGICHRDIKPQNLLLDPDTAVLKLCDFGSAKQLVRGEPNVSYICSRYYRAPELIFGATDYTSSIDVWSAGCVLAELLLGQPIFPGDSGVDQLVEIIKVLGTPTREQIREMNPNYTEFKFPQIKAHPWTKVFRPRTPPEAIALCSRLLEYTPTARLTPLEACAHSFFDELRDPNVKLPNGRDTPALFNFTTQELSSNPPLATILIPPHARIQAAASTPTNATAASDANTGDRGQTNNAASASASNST
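Test system: GST-tagged human GSK3beta kinase, cell-free; evaluation: activity score scaled between in-plate DMSO and GW8510 controls; measured by: ADP-Glo luminescence; incubation: 60 min reaction, RT; benchmarks: DMSO and 20 µM GW8510; reagent: peptide substrate plus 25 µM ATP (final); medium: Tris/MgCl2 kinase buffer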
HSF1 inhib: HSF1 inhibitors in luciferase reporter cells, primary screen, cell-based, NIH3T3, luminescence. activity change, negative = inhibition, % at 7.5 µM (by protocol). NIH3T3-HGL HSE-luciferase, MG132-induced, luminescence 8 h; active compounds read low. hit rate 0.77% among 300,000;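 active means more than half of replicate wells show activity change below -50%, luminescence cut by over half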;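 further: luciferase reports HSF-1 transcriptional activity via heat shock element; 0% = median of DMSO wells and -100% = zero luminescence signal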
HSF1 activator: HSF-1 activators, primary screen, NIH3T3-HGL cells, MG132 stress, luminescence, single point; activation, % at 9 µM; hit rate 1.7% among 300,000; AID 504408, 2011; NIH3T3-HGL HSF-1 luciferase reporter, 8 h; 100% = twice DMSO control signal;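 active means mean replicate activation of at least 50% with a set share of replicates each reaching 50%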;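 further: 0% = median of the neutral control wells and 100% = twice that signal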
AI-2 QS modul: Vibrio harveyi AI-2 quorum sensing modulators, primary screen, JMH597 strain, luminescence/OD600 ratio | hit rate 0.4% among 300,000 | activity change, % at 7.5 µM | Vibrio harveyi JMH597 AI-2 luminescence/OD600 ratio, 9 h; active compounds read low; strain lacks LuxN and CqsS sensors; 0 = neutral-control median; in the data active means activity change below about -75%, passing the limit was not always enough;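 further: luminescence divided by OD600 gain over 9 h not by final OD600 alone; inactives centre near 13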
* hit, by the source's call; i = inactive; / = not tested or not shown.

SMILES	GSK3 alpha inh	PolyA inh	HSP90 inh	KLF5 inh	IEC-6 tox	aSyn 5UTR inh	GSK3B inh	HSF1 inhib	HSF1 activator	AI-2 QS modul
N/C(Cn1cncn1)=N\NC(=O)C(=O)Nc1ccc(Cl)cc1Cl	-2	i	1	-32	-6	-7	3	-5	-11	32
O=C(NCCN1CCNCC1)c1ccccc1O	0	i	/	/	/	9	0	-6	-1	15
CCN(CC)C(=O)Nc1c(C)n(C)n(-c2ccccc2)c1=O	0	i	1	10	3	2	-1	-7	-1	19
CC(C)(C)c1ccc(C(=O)NCC(=O)OCC(=O)N2CCN(S(=O)(=O)c3ccc(Cl)cc3)CC2)cc1	2	i	/	/	/	-27	-4	7	7	34
CC(C)OC(=O)c1cc(NC(=O)C2C3CCC(O3)C2C(=O)O)cc(C(=O)OC(C)C)c1 (stereo unspecified)	-3	i	-2	-7	6	19	0	-9	-2	26
CC(C)NC(=O)CSc1nc(-c2ccccc2)cs1	/	i	0	-166	-3	-160	-3	1	-13	3
CC(C)NC(=O)c1ccc(CN2CCc3ccccc3C2)cc1	-3	i	-2	-35	0	-13	0	-2	-14	5
CCOC(=O)C1CCCN(S(=O)(=O)c2c(C)noc2C)C1 (stereo unspecified)	-2	i	-2	-39	5	8	1	-8	-17	7
Fc1ccc(OCCCCCCN2CCCC2)cc1	-2	i	0	-14	4	2	-1	-9	-15	4
CCC(Sc1nc2ccccc2o1)C(=O)Nc1nnc(C)s1 (stereo unspecified)	-5	i	2	-15	13	4	1	-9	7	8
COc1cccc(Cn2cc(C)cc(NC(=O)NCc3ccccc3)c2=O)c1	1	i	4	-12	6	-30	-9	4	48	-3
Nc1ccc(C(=O)OCc2csc(-c3ccccc3)n2)cc1[N+](=O)[O-]	-3	i	3	-6	-3	-29	1	9	6	15
O=C(Nc1nccs1)c1ccc(-c2ccc([N+](=O)[O-])cc2)o1	1	i	6	-84	11	-141	-1	-13	-20	4
CC(C)(CC(=O)O)Cc1nc(-c2ccc(Cl)cc2)no1	-7	i	-4	-23	-4	-26	3	-6	10	21
CC(=O)NC(CC(=O)NC1CCCCCC1)c1ccccc1 (stereo unspecified)	3	i	-1	-10	1	-3	-3	-6	-2	30
COn1c(-c2ccc(Cl)cc2)nc2ccc(Cl)cc21	3	i	-3	-41	1	-114	-3	84	111*	30
O=c1cc(C(F)(F)F)[nH]c2ccc(OC(F)(F)F)cc12	-4	i	-1	-19	3	2	3	-9	3	-3
CC(C)(C)OC(=O)N[C@@H](Cc1ccccc1)c1nnc(S(=O)(=O)Cc2cccc(F)c2)o1	-5	i	1	-34	-7	18	1	12	24	13
CC1(C)N=C(N)NC(Nc2ccccc2Cl)=N1	-4	i	0	-25	3	-14	1	-4	-11	6
O=C(Nc1nc2cc3c(cc2s1)OCCO3)c1cccs1	0	i	39*	25	-3	56	-2	-19	-11	0
Cc1cc(=O)oc2cc(OCC(=O)NCC3CCCO3)ccc12 (stereo unspecified)	2	i	0	-3	2	-24	5	4	21	0
CCOC(=O)c1cnn(-c2nc(-c3ccccc3)nc3c2COC(C)(C)C3)c1N	-2	i	4	5	4	8	6	-2	10	2
CCOc1ccc(N2C(=O)/C(=C\c3ccc(OC)c(O)c3)S(=O)(=O)C2c2cccc([N+](=O)[O-])c2)cc1 (stereo unspecified)	0	i	-2	-50	-1	/	0	/	/	7
N/C(=N\OC(=O)CSc1ccccc1)c1cccc([N+](=O)[O-])c1	-2	i	-4	-19	4	-57	2	/	/	6
O=C(NC(=S)N1CCN(Cc2ccccc2)CC1)c1ccco1	-1	i	-1	2	0	-31	-1	0	1	6
O=C(COC(=O)c1cccnc1Cl)NCc1ccc2c(c1)OCO2	2	i	-1	19	2	10	0	6	-7	14
CC(=O)N(Cc1cc2c(C)cc(C)cc2[nH]c1=O)C1CCCCC1	0	i	3	-15	1	8	2	8	31	24
O=C1/C(=N\O)Cc2ccccc21	-1	i	1	-16	-1	-30	-5	8	15	37
CN1CCN(C(=O)Cn2c(C(F)(F)F)nc3ccccc32)CC1	-7	i	-3	-9	-6	2	3	1	-8	13
Cn1c(CNC(=O)CCNC(=O)c2ccccc2F)cc(=O)n(C)c1=O	-1	i	-3	-22	-8	0	7	-8	-4	32

Sorted by count of non-hydrogen atoms (largest number first): some entries from above
SMILES	GSK3 alpha inh	PolyA inh	HSP90 inh	KLF5 inh	IEC-6 tox	aSyn 5UTR inh	GSK3B inh	HSF1 inhib	HSF1 activator	AI-2 QS modul
CC(C)(C)c1ccc(C(=O)NCC(=O)OCC(=O)N2CCN(S(=O)(=O)c3ccc(Cl)cc3)CC2)cc1	2	i	/	/	/	-27	-4	7	7	34
Cn1c(CNC(=O)CCNC(=O)c2ccccc2F)cc(=O)n(C)c1=O	-1	i	-3	-22	-8	0	7	-8	-4	32
CC(C)NC(=O)c1ccc(CN2CCc3ccccc3C2)cc1	-3	i	-2	-35	0	-13	0	-2	-14	5
O=c1cc(C(F)(F)F)[nH]c2ccc(OC(F)(F)F)cc12	-4	i	-1	-19	3	2	3	-9	3	-3
CC(C)NC(=O)CSc1nc(-c2ccccc2)cs1	/	i	0	-166	-3	-160	-3	1	-13	3

Remaining list, next part
SMILES	GSK3 alpha inh	PolyA inh	HSP90 inh	KLF5 inh	IEC-6 tox	aSyn 5UTR inh	GSK3B inh	HSF1 inhib	HSF1 activator	AI-2 QS modul
CCOC(=O)c1cn(C2CC2)c2c(F)c(NCCCN(C)C)c(F)cc2c1=O	-2	i	/	/	/	-47	4	5	-7	6
Cc1ccc(C)n1-c1ccc(C(=O)NCC2CCCO2)cc1 (stereo unspecified)	1	/	-2	-14	-4	/	/	/	/	/
Cc1ccc(NCc2nnc(SCC(=O)Nc3cccc(O)c3)n2CC2CCCO2)c(C)c1 (stereo unspecified)	-2	i	2	6	-1	-5	-1	3	8	22
CCc1nc(N2CCOCC2)c(C#N)c2c1CCCC2	2	i	4	1	4	28	0	5	9	23
Cc1cccc(-c2noc(CCC(=O)Nc3ccccc3)n2)c1	-4	i	4	-2	0	17	2	8	30	31
COc1ccc(CCN(C)CCCN2CC(c3ccccc3)CC2=O)cc1OC (stereo unspecified)	-2	i	-1	-10	-7	6	1	-7	0	19
CCOC(=O)C1CCN(C(=O)Cc2ccc(-c3ccccc3)cc2)CC1	3	i	-4	-8	-8	-4	0	-5	4	-64
Cc1cc(C)c(C2=Nn3c(C)nnc3SC2C)cc1C (stereo unspecified)	4	i	-4	7	0	13	-2	6	8	8
CCCc1cc(NCc2ccccn2)n2c(nc3ccccc32)c1C#N	0	i	-9	-36	-11	13	-2	-7	7	18
Fc1ccc(Oc2ncccn2)c(F)c1	/	i	1	-8	8	6	-2	-8	-3	13
Cc1csc(N/N=C\c2cccnc2)n1	-1	i	-1	-17	-2	-116	-6	-3	11	-5
Cc1ccc(N(C(=O)c2csnn2)C(C(=O)NC2CCCCC2)c2ccncc2)cc1 (stereo unspecified)	3	i	2	9	5	7	-2	8	11	7
CCOC(=O)C1=C(O)/C(=C/N(C)C)N=C1C	0	i	-2	22	-5	-17	1	-9	0	4
COc1ccc(C(=O)Nc2ccc3oc(-c4cccc(F)c4)nc3c2)cc1OC	-2	i	/	/	/	1	1	0	5	20
COc1ccc(CC(=O)Nc2ccc(S(=O)(=O)N(C)C)cc2)cc1OC	-1	i	-2	-21	-2	18	5	0	9	-4
NC(=O)NC(CC(=O)NCCCc1ccccc1)c1ccc(Cl)cc1 (stereo unspecified)	-2	i	-1	2	-6	-4	-3	4	0	7
CCCCNC(C(=O)Nc1ccc(Cl)c([N+](=O)[O-])c1)c1ccccc1 (stereo unspecified)	-1	i	3	-1	3	14	0	1	24	5
Cc1ccc(Cl)c(NC(=O)COC(=O)CNS(=O)(=O)/C=C/c2ccccc2)c1Cl	/	i	-2	-3	1	-7	2	0	-4	20
O=C(CCS(=O)(=O)Cc1ccccc1)Nc1ccc2c(c1)OCCO2	-1	i	0	-8	-9	-3	12	4	22	2
Cc1cc(C)cc(OC2CCCCC2NS(=O)(=O)c2ccccc2)c1 (stereo unspecified)	-5	i	2	6	-1	0	3	0	-9	-8
NCC(=O)NNC(=O)OCC1c2ccccc2-c2ccccc21	1	i	-1	-34	-2	-21	-1	-5	1	38
O=C(c1ccco1)N(Cc1ccc2c(c1)OCO2)Cc1cc2cc3c(cc2[nH]c1=O)OCO3	-2	i	-2	-9	6	6	2	3	-1	8
CCc1noc(C)c1C(=O)NNC(=O)c1ccccc1F	-1	i	/	/	/	-23	/	-2	0	/
COC(=O)[C@@]1(Cc2ccc(OC)cc2)[C@H]2c3cc(C(=O)N4CCCC4)n(Cc4c(CO)[nH]cc(C)c4=O)c3C[C@H]2CN1C(=O)c1ccccc1	-3	i	/	/	/	-10	2	1	8	24
C=C1C(=O)[C@@]23[C@H](O)C[C@@H]4C(C)(C)CC[C@H](O)[C@@]4(C)[C@@H]2CC[C@@H]1[C@H]3O	1	i	-1	12	65*	18	0	-7	-7	0
O=C(N/N=C/c1c[nH]c2ccccc12)c1ccc(Br)cc1	-2	i	-4	-147	-2	-46	2	6	13	18

Entries of single compounds as entered above.
`NC(=O)NC(CC(=O)NCCCc1ccccc1)c1ccc(Cl)cc1` (stereo unspecified) is entered as GSK3 alpha inh = -2; PolyA inh = i; HSP90 inh = -1; KLF5 inh = 2; IEC-6 tox = -6; aSyn 5UTR inh = -4; GSK3B inh = -3; HSF1 inhib = 4; HSF1 activator = 0; AI-2 QS modul = 7
`CCc1noc(C)c1C(=O)NNC(=O)c1ccccc1F` is entered as GSK3 alpha inh = -1; PolyA inh = i; HSP90 inh = /; KLF5 inh = /; IEC-6 tox = /; aSyn 5UTR inh = -23; GSK3B inh = /; HSF1 inhib = -2; HSF1 activator = 0; AI-2 QS modul = /

A portion of the library, so the mix of outcomes need not match the whole.
